# IL1B NFkB pot – enhancers of NFkB p65 translocation in HUVEC – imaging, IL-1B stimulus, high-content imaging, primary screen. 0.3% of 94,000 active. HUVEC IL-1B NFkB p65 nuclear translocation imaging. activation, % at 2 µM;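 active = activation above 40%, about the mean plus 3 SD, also judged a hit on visual image review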;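 note: percent activation is computed from the nuclear over cytoplasmic p65 intensity ratio; values of inactives mirror those of a sister screen read the other way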
# MRP reversal – reversal of MRP1-mediated doxorubicin resistance, primary screen, H69AR cells, doxorubicin co-treatment. 0.04% of 85,000 active. AID 602, 2007. H69AR cells + 2 uM doxorubicin, CellTiter-Glo, 72 h. differential viability (reversal), % at 10 µM;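 active = viability drop by adding the cancer drug above about 55%, with treated viability meeting a 40% cutoff, limit read from the data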;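 note: viability without doxorubicin minus viability with 2 µM doxorubicin for each compound; larger differential means the compound sensitizes cells more to doxorubicin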
# PLAP inhibition – PLAP enzyme inhibitors, biochemical, luminescence, HTS (AID 690). purified PLAP, luminescent substrate; higher % means a stronger effect. one-dose inhibition, % at 20 µM; IC50 in µM for titrated hits. 0.08% of 96,000 active; in the data active = a potency from the dose series; inactive = the rest, 99 in 100 with inhibition below about 30%; note: strong numbers were not always called active
# Bcl-B TR3 displacers – displacers of TR3 peptide from Bcl-B, primary screen, selectivity assay for Bfl-1 inhibitor project, biochemical, fluorescence polarization | displacement, % at 20 µM, or IC50 in µM where a hit was titrated | FP displacement of FITC-TR3 peptide from Bcl-B; higher % means a stronger effect | AID 748, 2007 | 0.11% of 96,000 active | Bcl-2-like protein 10 (Homo sapiens);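 active = displacement above 50% at 20 µM plus a fluorescence interference ratio under 1.5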;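 note: plate controls were wells without compound for no effect and wells lacking Bcl-B protein for full effect; a part of the inactive calls stands beside numbers as strong as those of hits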
# NFkB transloc inh – inhibitors of IL-1B driven NFkB p65 nuclear import, primary screen, imaging, HUVEC, IL-1B stimulus, high-content imaging | HUVEC IL-1B NFkB p65 nuclear translocation imaging | inhibition, % at 2 µM | 0.43% of 94,000 active | AID 796, 2007;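 active = inhibition above about 30% together with a positive call from visual inspection of the well image, limit read from the data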;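 note: nuclear over cytoplasmic p65 intensity ratio measured by imaging; 0% = IL-1B stimulated DMSO wells and 100% = unstimulated DMSO wells; values of inactives mirror those of a sister screen read the other way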
# MRP reversal cytotoxicity – also measured in MRP reversal; calls as there; viability, %; H69AR cells, CellTiter-Glo, 72 h; measured here: cytotoxicity without doxorubicin
# MRP reversal with doxorubicin – second read-out of MRP reversal, no call of its own (marks repeat the call); viability, %; measured here: viability with 2 uM doxorubicin; active compounds read low
# NFkB transloc inh cell count 2 µM – second read-out of NFkB transloc inh, no call of its own (marks repeat the call); cell count; measured here: cells passing quality filter;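 raw number of nuclei counted in each imaged well without normalization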
# IL1B NFkB pot cell count 2 µM – second read-out of IL1B NFkB pot, no call of its own (marks repeat the call); cell count; measured here: cells passing quality filter
# Starred values were filed as active, the others as inactive; nt = not tested or not shown.
SMILES	IL1B NFkB pot	IL1B NFkB pot cell count 2 µM	MRP reversal	MRP reversal cytotoxicity	MRP reversal with doxorubicin	PLAP inhibition	Bcl-B TR3 displacers	NFkB transloc inh	NFkB transloc inh cell count 2 µM
c1ccc(CCc2ccccc2-c2nc(-c3ccccn3)no2)cc1	9	103	-37	34	71	22%	-4%	-9	103
COc1ccc(NC(=O)/C(Cl)=C(/Cl)S(=O)(=O)Cc2ccccc2)cn1	68*	161*	1	2	1	21%	4%	-68	161
Cc1ccnc2nc(C(=O)Nc3nnc(CC(C)C)s3)nn12	13	154	nt	nt	nt	18%	-5%	-13	154
COC(=O)c1ccc2c(=O)n(CCCCCC(=O)NCc3ccc4c(c3)OCO4)c(=O)[nH]c2c1	-25	16	7	87	80	6%	3%	25	16
Cc1ccc(C(=O)NCc2ccco2)cc1S(=O)(=O)N1CCCCC1	13	168	5	65	60	6%	6%	-13	168
Cc1ccc(N/C(SCc2ccccc2C)=C(/C#N)C(=O)NCc2ccco2)cc1C	15	166	15	85	69	-8%	-3%	-15	166
O=c1c(C(c2ccccc2)c2c(O)sc3ccccc3c2=O)c(O)sc2ccccc12	-3	87	25	36	12	-41%	8%	3	87
COc1ccc(-c2nnc(NC(=O)c3cc(C)on3)s2)cc1	27	125	-2	90	91	-11%	0%	-27	125
CCOC(=O)N1CCN(C(=O)CC(=O)Nc2ccc3nc4n(c(=O)c3c2)CCCCC4)CC1	nt	nt	20	102	82	-60%	2%	nt	nt
CC1=C(C(=O)Nc2ccccc2)C(c2cccs2)n2nnnc2N1 (stereo not drawn)	-4	174	-10	69	79	-12%	1%	4	174
Cc1ccc2c(c1)N(C(=O)c1ccco1)C(C)(C)c1ssc(=S)c1-2	20	199	23	99	76	8%	-22%	-20	199
O=C(O)CSCC(=O)Nc1ccc(S(=O)(=O)N2CCCCC2)cc1	-7	144	-16	81	97	3%	-16%	7	144
Cc1ccc[n+](C(C)C(=O)Nc2ccc(C)c([N+](=O)[O-])c2)c1 (stereo not drawn)	-18	99	nt	nt	nt	22%	-6%	18	99
COc1cccc(C(=O)NCC2CCCO2)c1 (stereo not drawn)	nt	nt	nt	nt	nt	-10%	-2%	nt	nt
CC(C)C(=O)Nc1cccc(C(=O)NCCc2ccc(S(N)(=O)=O)cc2)c1	2	151	9	92	83	-3%	-5%	-2	151
CCCS(=O)(=O)n1nc(-c2ccccc2)cc1N	2	168	1	93	92	19%	-7%	-2	168
COc1ccc(CN(C(=O)c2ccc3c(c2)OCCO3)C(C(=O)NC2CCCCC2)c2ccc3ncccc3c2)cc1 (stereo not drawn)	6	170	nt	nt	nt	-33%	0%	-6	170
CN1CCN(C(=O)CCc2nc3ccccc3c(=O)[nH]2)CC1	-4	138	nt	nt	nt	1%	13%	4	138
CCOC(=O)c1ccc(NC(=O)CN(C)S(=O)(=O)c2ccc(OC)cc2)cc1	10	130	0	89	89	14%	-4%	-10	130
CCCn1c(SCC(=O)N2CCN(c3ccc(OC)cc3)CC2)nc2c1c(=O)n(C)c(=O)n2C	26	115	8	82	74	-48%	-2%	-26	115
Cc1ccccc1N(CC(=O)NC1CCCC1)C(=O)CS(=O)CC(=O)Nc1ccc2c(c1)OCO2 (stereo not drawn)	12	169	12	95	84	-65%	5%	-12	169
CC(=O)c1ccc(OC(=O)C2c3ccccc3Oc3ccccc32)cc1	6	96	nt	nt	nt	-6%	2%	-6	96
CCCC(c1nnnn1Cc1ccc(OC)cc1)N1CCN(c2ccccc2OC)CC1 (stereo not drawn)	6	172	-2	83	85	-44%	-11%	-6	172
CC(=O)Cc1nsc(NC(=O)c2cc(-c3ccc(Cl)c(Cl)c3)oc2C)n1	-10	141	nt	nt	nt	-31%	-9%	10	141
CN(C)/C=N/c1c(C#N)nnn1Cc1ccccc1	5	108	-6	75	80	-4%	6%	-5	108
Cc1ccc(-n2c(-c3ccccc3)cc(=O)nc2C)cc1	-11	164	3	92	89	-8%	15%	11	164
CC(C)(C)N1CC2([N+](=O)[O-])CN(C(C)(C)C)CC([N+](=O)[O-])(C1)C2	8	154	18	97	79	12%	5%	-8	154
Cc1nc2ccc3[nH]snc3c2n1	34	193	-7	76	83	-14%	-5%	-34	193
COc1ccccc1NC(=O)c1csc(-n2nc(C)cc2C(F)(F)F)n1	18	138	nt	nt	nt	8%	-5%	-18	138
Cc1nnsc1C(=O)Nc1cccc(Cl)c1Cl	3	172	3	90	87	nt	nt	-3	172
CCn1c(SCc2nc(-c3ccc(OC)c(OC)c3)no2)nnc1-c1cccs1	-1	184	6	97	90	-66%	2%	1	184
CCCOc1ccc(/C(O)=C2/C(=O)C(=O)N(CCOC)C2c2cccnc2)cc1 (stereo not drawn)	3	113	-12	85	97	-21%	0%	-3	113
COc1cc2[nH]c(=O)n(CCCCCC(=O)NCCCN3CCC(C)CC3)c(=O)c2cc1OC	13	169	-7	90	98	nt	nt	-13	169
COCCNC(=O)Cc1cn(C)c2ccccc12	5	135	15	104	89	6%	2%	-5	135
O=C(CN1C(=O)CCS(=O)(=O)c2ccccc21)Nc1cccc(F)c1	-2	29	10	99	88	2%	-2%	2	29
CCOC(=O)C1CCCN(c2c(NCCCN(CC)c3ccccc3)c(=O)c2=O)C1 (stereo not drawn)	4	103	6	84	79	-1%	2%	-4	103
CS(=O)(=O)N1CCN(C(=O)c2cc(-c3ccccc3)nc3ccccc23)CC1	-1	188	-19	73	92	-50%	-10%	1	188
O=C(OCCCN1CCCCC1)c1ccc(O)cc1	2	164	nt	nt	nt	-3%	-1%	-2	164
O=C(NNC(=S)NC(=O)c1cccnc1)c1ccc(Cl)cc1	8	190	nt	nt	nt	-87%	-6%	-8	190
CCOc1ncccc1C(=O)OCC(=O)Nc1cc(C)ccc1C	-6	106	8	92	84	7%	-10%	6	106
CCCc1nnc(NC(=O)C(CC)OC(=O)c2cc(C)nc3ccccc23)s1 (stereo not drawn)	-5	173	nt	nt	nt	-29%	-8%	5	173
CCCN1C2CCCC1CC(NC(=O)c1ccccc1OCC)C2 (stereo not drawn)	10	179	3	87	85	5%	2%	-10	179
Cc1cccn2c(=O)c3cc(C#N)c(=O)n(CC4CCCO4)c3nc12 (stereo not drawn)	-7	158	nt	nt	nt	-13%	4%	7	158
COc1ccc(NC(=S)NCCc2ccc(Cl)cc2)c(OC)c1	4	148	-2	84	86	16%	-2%	-4	148
CCNC(=S)NS(=O)(=O)c1ccc(Cl)cc1	0	112	nt	nt	nt	6%	-3%	0	112
O=C(NCCCN1CCOCC1)c1ccc(S(=O)(=O)N2CCOCC2)cc1	nt	nt	11	100	89	-12%	-4%	nt	nt
CCC(=O)Nc1ccc(C(=O)CSc2nnc(CNc3ccc(Cl)cc3)o2)cc1OC	2	146	3	95	92	17%	-6%	-2	146
O=C(O)CCC1=C2c3ccccc3CCN2C(=O)CC1	9	119	34	78	45	-39%	4%	-9	119
Cc1ccc(O)c(C(=O)CC(=O)c2cccc(F)c2)c1	nt	nt	-5	13	18	18%	-4%	nt	nt
Cc1ccc(C2=[N+]([O-])C(C)(C)CC2)cc1	-1	141	0	101	101	15%	-4%	1	141
COc1cccc(Nc2nc(CC(C)=O)ns2)c1	4	161	5	100	95	0%	-4%	-4	161
Cc1ccc(CC(CC(=O)NCCc2ccc3c(c2)OCO3)C(=O)O)cc1 (stereo not drawn)	15	187	3	99	96	-36%	0%	-15	187
COc1ccc(NCc2nnc(SCC(=O)Nc3ccccc3OC)o2)cc1	-3	77	-14	87	101	-27%	2%	-8	153
O=c1[nH]c(SCc2ccc(Cl)cc2)nc2c1CCC2	nt	nt	14	99	84	-11%	-1%	nt	nt
COc1cccc(C2=NOC(C(=O)NCC3CCCO3)C2)c1 (stereo not drawn)	10	149	20	95	75	-4%	1%	-10	149
O=c1c(Cl)nc2cc(Cl)ccc2n1CCNc1ncc(C(F)(F)F)cc1Cl	5	138	nt	nt	nt	4%	-1%	-5	138
O=C(NC(=S)NCc1ccccc1)C1CCCCC1	4	137	nt	nt	nt	0%	-7%	-4	137
O=C(/C=C/c1ccc(Cl)cc1Cl)NCCN1CCOCC1	0	120	nt	nt	nt	-28%	-3%	0	120
CCCNC(=O)Nc1nccs1	-5	82	12	107	95	-10%	6%	5	82
Cc1cccc(N/C(N)=N/c2nc(C)cc(C)n2)c1	-14	135	nt	nt	nt	-11%	8%	14	135

# Remaining list, next part
SMILES	IL1B NFkB pot	IL1B NFkB pot cell count 2 µM	MRP reversal	MRP reversal cytotoxicity	MRP reversal with doxorubicin	PLAP inhibition	Bcl-B TR3 displacers	NFkB transloc inh	NFkB transloc inh cell count 2 µM
Cc1ccc(NC(=O)NC2CCN(CC(=O)Nc3nccs3)CC2)cc1	14	148	17	75	58	-20%	-1%	-14	148
CC(C)(C)c1ccc(C(=O)CC(=O)c2cc(Cl)ccc2O)cc1	6	177	0	25	26	-15%	-74%	-6	177
COc1ccc(NC(=S)NC(NC(=O)c2ccccc2Cl)C(Cl)(Cl)Cl)c([N+](=O)[O-])c1 (stereo not drawn)	-6	113	22	80	59	15%	1%	6	113
Cc1cc(-c2nnc(SCc3cccnc3)o2)no1	-7	93	-3	82	84	-6%	10%	7	93
COc1ccc(CCNC(=O)C2CC(=O)N(C3CCCCCCC3)C2)cc1OC (stereo not drawn)	-7	178	13	95	83	-44%	-4%	7	178
CC(=O)Nc1cc(S(=O)(=O)Nc2ccccc2)c(C)cc1C	10	133	nt	nt	nt	20%	-8%	-10	133
CC(=O)N(NC(=O)c1ccccc1Cl)C1CC(=O)N(c2ccc(C)cc2)C1=O (stereo not drawn)	-16	151	nt	nt	nt	-6%	-8%	16	151
O=C(COC(=O)COc1ccccc1)Nc1ccc(OC(F)(F)F)cc1	1	149	-15	95	110	-11%	-3%	-1	149
CCCn1c(N)c(N2CCCCC2)c(=O)n(CC(=O)Nc2ccccc2C)c1=O	3	174	17	101	84	-51%	8%	-3	174
CC(C)CC(=O)N1CCN(C(=O)c2cccc(F)c2)CC1	-1	137	22	104	82	12%	6%	0	137
COc1ccc(NC(=O)c2sc(=S)[nH]c2N)cc1	5	129	nt	nt	nt	11%	2%	-5	129
O=S(=O)(/C=C/c1ccccc1)Oc1ccccc1	9	208	-9	7	16	25%	3%	-9	208
COc1ccc(OC)c(NC(=O)CN2C(=O)c3ccccc3S2(=O)=O)c1	nt	nt	-4	88	92	6%	-1%	nt	nt
CCOC(=O)C1=C(CS(=O)(=O)c2ccc(F)c(C)c2)NC(=O)NC1c1ccc(O)c(O)c1 (stereo not drawn)	nt	nt	nt	nt	nt	-79%	14%	nt	nt
COC(=O)C(NC(=O)c1ccccc1)=C1CCCCC1	10	121	10	94	85	1%	12%	-10	121
Cc1ccc(CN2C(=O)CCC2C(=O)NC2CCCC2)cc1 (stereo not drawn)	-4	70	7	93	86	16%	-9%	4	70
COc1ccc(C2C(C#N)=C(N)N3C(=C2C#N)Sc2ccccc23)cc1 (stereo not drawn)	nt	nt	-5	74	79	-3%	-51%	nt	nt
COCCN1CCn2c(nc3cc(NC(=O)c4ccc(OC)cc4)ccc32)C1	-4	205	-9	64	72	-49%	13%	4	205

# Look-ups from the entries so far.
# Bcl-B TR3 displacers with `Cc1ccc(CC(CC(=O)NCCc2ccc3c(c2)OCO3)C(=O)O)cc1` (stereo not drawn) reads 0%
# NFkB transloc inh cell count 2 µM with `Cc1nc2ccc3[nH]snc3c2n1` reads 193

# High-throughput results deposited in PubChem BioAssay by several laboratories.

# An excerpt (hit frequency here may not be typical).
